Source: PubChem
OPRM1-OPRD1 inv = inverse agonists of human mu-delta opioid receptor heterodimerization; cell-based MOR-DOR heterodimer luminescence, inverse agonism; AID 504357; inhibition, % at 9.3 µM; 340,000 compounds, 0.21% hits; in the data active = inhibition above about 22%, passing the limit was not always enough;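 note: 0% = cells with DMSO and 100% = wells without cells with DMSO; values of inactives mirror those of a sister screen read the other way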
Target sequence (P35372 whole entry, looked up): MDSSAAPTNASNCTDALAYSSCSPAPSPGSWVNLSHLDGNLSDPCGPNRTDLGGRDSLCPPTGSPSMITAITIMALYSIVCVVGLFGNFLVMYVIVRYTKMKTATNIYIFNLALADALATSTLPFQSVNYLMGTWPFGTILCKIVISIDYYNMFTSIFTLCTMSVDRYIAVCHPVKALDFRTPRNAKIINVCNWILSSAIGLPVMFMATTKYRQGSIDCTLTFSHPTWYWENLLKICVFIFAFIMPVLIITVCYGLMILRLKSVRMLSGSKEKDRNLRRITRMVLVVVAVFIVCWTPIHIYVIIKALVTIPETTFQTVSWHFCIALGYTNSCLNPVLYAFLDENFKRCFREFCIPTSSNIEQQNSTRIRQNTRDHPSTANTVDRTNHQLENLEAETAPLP
Target sequence (P41143 whole entry, looked up): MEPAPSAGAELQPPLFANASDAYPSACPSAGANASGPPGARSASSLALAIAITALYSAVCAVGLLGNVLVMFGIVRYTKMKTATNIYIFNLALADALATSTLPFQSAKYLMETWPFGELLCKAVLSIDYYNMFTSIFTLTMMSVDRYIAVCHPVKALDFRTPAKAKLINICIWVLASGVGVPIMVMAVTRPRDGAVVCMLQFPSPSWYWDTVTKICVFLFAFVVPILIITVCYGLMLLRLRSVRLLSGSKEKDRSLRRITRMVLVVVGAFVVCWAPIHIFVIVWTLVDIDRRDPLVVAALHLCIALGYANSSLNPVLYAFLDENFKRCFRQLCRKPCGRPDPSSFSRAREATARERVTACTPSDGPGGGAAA
AddAB inh = less growth of phage-infected E. coli with AddAB; E. coli expressing H. pylori AddAB, absorbance growth; AID 435030; inhibition, % at 11.9 µM; 330,000 compounds, 0.29% hits; in the data active = inhibition above about 12%;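 note: 0% = vehicle wells of infected cells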
DSG3 Ab inh = blocks pemphigus antibody binding to human desmoglein-3. binding (percent of control), % at 10 µM. P32926. 310,000 compounds, 0.48% hits. DSG3-coupled beads, scFv-anti-DSG3-GFP binding, flow cytometry; hits give low values;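 active = binding more than 3 SD below its plate's average and above zero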;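 note: hits lower antibody fragment binding to DSG3; some compounds called inactive have numbers as strong as hits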
Tat export inh = inhibitors of E. coli Tat protein transport; E. coli MC4100 TorA-mCherry Tat export, fluorescence; inhibition, % at 10 µM; 340,000 compounds, 0.036% hits; AID 488895;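 active = mean replicate inhibition at least 50% and at least half of replicates individually reaching 50%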;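 note: exported cargo escapes ClpAP degradation while cytoplasmic cargo is degraded and loses fluorescence; 0% = median of neutral control wells and 100% = median of NaSCN control wells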
phage Ecoli inh = E. coli growth loss with phage present | growth absorbance | inhibition, % at 11.9 µM | 360,000 compounds, 0.26% hits; in the data active = inhibition above about 11%
PfHsp90 set2 = inhibits growth of yeast expressing Plasmodium falciparum Hsp90; inhibition, % at 9.4 µM; S. cerevisiae expressing PfHsp90, BacTiter-Glo ATP, 48 h; yeast lacking PDR1 and PDR3 efflux regulators; AID 504621; 310,000 compounds, 0.32% hits;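 active = every replicate shows inhibition above about 80%, whatever the replicate mean, limit read from the data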;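 note: 0% = DMSO neutral controls and 100% = 20 µM radicicol positive controls; yeast relying on Plasmodium falciparum Hsp90 in place of its own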
PKA-R1A activ = activators of PKA-R1A complex; P00514+P68181; PKA-R1A dissociation, Cy5-IP20 fluorescence polarization; scaled: DMSO 0%, 113 µM cGMP 100%; activation, % at 11.4 µM; 340,000 compounds, 0.083% hits; AID 504707;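 active = percent activation above the mean of all tested compounds plus 3 SD, cut at about 19% in these data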;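 note: higher means more PKAc released from R1A so a rise in polarization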
Arrestin-AP2 inh = blocks beta-arrestin peptide binding to AP2 adaptin; FITC-arrestin peptide / GST-AP2 beads, flow cytometry; AP2 beta2 appendage carries R879A mutation; inhibition, % at 10 µM; 340,000 compounds, 0.31% hits; AID 504490;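 active = inhibition above a set limit, near 3 SD of compounds lacking own fluorescence, cut at about 54% in these data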;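 note: plate controls were DMSO wells for no effect and 5 µM unlabelled arrestin peptide for full effect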
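System: GST-AP2 R879A glutathione beads. Medium: PBS with 0.05% Tween 20 and 0.1% BSA. Also added: FITC-arrestin peptide, 50 nM. Incubation: 12 min plus 1 h, RT. Measured by: high-throughput flow cytometry of beads, ex 488, em 535 nm. Evaluation: percent drop in bead-associated FITC signal.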
Mot1-301 SUMO = inhibitors of SUMOylation pathway: yeast Mot1-301 growth rescue; 320,000 compounds, 1% hits; S. cerevisiae Mot1-301 growth rescue, ATP luminescence, 38.5C; percent above DMSO median, 100 means doubled; AID 2716; growth rescue, % at 18.8 µM;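 active = every valid replicate shows activation above 250% relative to neutral control wells; inactive = the rest, any valid replicate at or below 250%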;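 note: OY570 slx delta 5 strain wells were the positive control but not used for scaling; some compounds called inactive have numbers as strong as hits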
MOR-DOR ag = OPRM1-OPRD1 heterodimerization agonism; P35372+P41143; cells, luminescence; activation, % at 9.3 µM; 340,000 compounds, 0.3% hits; in the data active = activation above about 18%;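 note: 0% = vehicle-treated cells and 100% = reference agonist; values of inactives mirror those of a sister screen read the other way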
E coli growth = bacterial growth inhibition, counter-screen for AddAB inhibitors; E. coli V3065 growth, OD600 absorbance, 18 h; inhibition, % at 11.9 µM; 330,000 compounds, 0.27% hits;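 active = inhibition above the campaign's mean inhibition across all tested compounds plus 3 SD, cut at about 9.9% in these data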;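 note: uninfected addAB+ strain grown without phage in ampicillin broth; 0% = DMSO wells and 100% = ciprofloxacin 0.95 µg/ml wells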
* = called active by the depositor; i = inactive; / = not tested or not shown.

Value order – OPRM1-OPRD1 inv	MOR-DOR ag	Arrestin-AP2 inh	DSG3 Ab inh	PfHsp90 set2	Mot1-301 SUMO	AddAB inh	Tat export inh	PKA-R1A activ	phage Ecoli inh	E coli growth
C/C(=N\OC(=O)NC(C)C)c1sc(-c2ccc(Cl)cc2)nc1C
 : -12	2.4	2	97	-11	i	3.2	-1	3	1.7	-2.2
C=CCOc1cccc(/C=N/NC(=O)C(=O)NCc2ccco2)c1
 : 8	-1.6	38	106	-18	-3	1.4	-1	-3	0.7	-3.1
Cn1c(CCNC(=O)c2ccco2)nc2cc(NC(=O)c3ccccc3Cl)ccc21
 : 9	-1.8	14	107	-4	-6	-0.2	-1	3	3.7	-1.3
Cc1ccc(C(=O)COc2ccccc2N2C(=O)c3ccccc3C2=O)cc1
 : 11	-1.7	6	85	21	12	-1.2	2	-9	2.9	-2.3
COC(=O)c1ccc(OCCOc2ccccc2)cc1
 : -41	8.9	-6	89	-13	6	3.0	3	5	1.6	1.2
COc1ccc(N2CCN(C3CCCN(Cc4cccc(C(C)=O)c4)C3)CC2)cc1 (centres undefined)
 : 12	-2.4	1	114	-10	-9	2.5	0	0	1.2	1.2
COc1ccc(C(C)=O)cc1COC(=O)c1ccc(S(=O)(=O)N(C)C)cc1
 : -2	0.3	15	95	10	-3	-1.1	1	-8	1.1	2.3
CCOC(=O)c1cc(-c2ccccc2C)n(CC2CC(c3ccc(OC)cc3)=NO2)n1 (centres undefined)
 : -20	3.5	13	99	-2	-3	3.4	0	3	1.5	2.1
O=C1NCC(COCc2ccccc2)O1 (centres undefined)
 : 10	-2.5	5	98	-13	973	-0.2	-10	-1	1.8	-0.8
COCCNC(=O)c1ccc(Cn2c(SCC(=O)NCC3CCCO3)nc3ccc(Br)cc3c2=O)cc1 (centres undefined)
 : 18	-3.5	2	83	14	-11	0.3	-5	-5	1.9	-0.2
CC(=O)c1ccc(N2CCN(C(=O)C3(S(=O)(=O)c4ccc(Cl)cc4)CC3)CC2)cc1
 : 5	-0.9	2	98	15	10	-1.9	-3	-13	-0.4	-3.1
O=C(O)Cc1ccc(NC(=O)c2ccc(NC(=O)C3CC3)cc2)cc1
 : 6	-1.2	29	96	0	-24	5.2	-9	-1	-0.6	-0.2
O=C(/C=C/c1ccccc1[N+](=O)[O-])N1CCOCC1
 : 15	-3.3	11	97	31	5	8.2	-1	16	2.1	-0.8
O=C(NCCN1CCOCC1)c1cccc(S(=O)(=O)N(Cc2ccccc2)c2ccccc2)c1
 : 4	-0.6	-10	100	9	-17	2.1	-4	-15	1.9	2.4
Cc1ccc(NC(=O)COc2ccc3c(c2)OCO3)c(C)c1
 : 22	-5.7	-3	97	/	-5	-1.1	-7	-2	2.5	-1.4
Cc1ccc(S(=O)(=O)CC(O)COc2ccc(F)cc2Cl)c(C)c1 (centres undefined)
 : -20	3.6	19	98	-7	50	0.7	1	-10	3.3	0.0
Cn1c(=O)c2c(n(Cc3ccccc3)c1=O)NC(=O)C2CC(=O)NCc1cccc(Cl)c1 (centres undefined)
 : 8	-1.3	5	77	-10	-6	2.7	3	-4	1.7	1.4
CCOc1ccc(NC(=O)COC(=O)C2CCC(=O)N2)c([N+](=O)[O-])c1 (centres undefined)
 : 1	-0.3	4	93	3	/	/	-5	-6	2.9	/
COc1cccc(C(=O)Nc2ccc(S(=O)(=O)N3CCN(C)CC3)cc2)c1
 : -1	0.2	13	103	7	169	2.2	-3	-1	0.3	-0.9
CCOc1ccc2nc(SCc3ccc(F)cc3)sc2c1
 : -2	0.5	7	/	-5	3	0.9	-1	4	1.3	-2.0
CC(C)CN1CCC(CN(C)Cc2nc(-c3cnccn3)no2)CC1
 : 19	-3.8	37	104	8	-13	0.7	-10	-8	3.2	3.3
O=C(Nc1ccccc1Cl)NC1(C(=O)N2CCCCC2)CCCCC1
 : 11	-2.0	-11	105	-20	19	2.2	-7	0	2.4	3.6
CCc1ccccc1NC(=S)NCc1cccn1C
 : -11	2.3	-3	108	2	-8	2.9	4	-2	3.1	2.4
CCOC(=O)c1c(NS(=O)(=O)c2ccc(Br)cc2)sc2c1CCC2
 : -11	2.1	20	101	-26	/	-1.6	3	-11	0.0	-4.1
CCOC(=O)c1[nH]c2ccccc2c1NC(=O)c1ccc(S(=O)(=O)N2CCCC2)cc1
 : 6	-1.0	2	96	-3	0	1.6	5	4	1.1	-0.5
COCCn1c(C)cc(C(=O)CSc2n[nH]c(N)n2)c1C
 : 4	-0.8	8	96	5	-25	1.4	7	-8	3.2	-2.1
O=C(NCC(=O)N1CC(O)CC1C(=O)N1CCCC1C(=O)OCc1ccccc1)OCc1ccccc1 (centres undefined)
 : 12	-2.4	22	98	6	/	1.0	-2	-3	3.3	2.9
CC(C)NC(=O)C1CCN(C(=O)c2cc3sccc3n2Cc2ccc(F)cc2)CC1
 : -16	2.6	11	93	1	-26	-0.6	-6	-1	/	-1.2
O=C(CCNC(=O)c1ccccc1Cl)Nc1nnc(C2CC2)s1
 : 9	-1.9	-6	98	-1	-12	-0.1	-2	5	-1.2	1.3
Cc1ccc(OCC(=O)NCCNC(=O)c2cnccn2)cc1
 : 11	-1.5	15	/	10	16	0.2	3	-4	3.4	-0.1
O=C(NCc1ccc(F)cc1)C1CCCN(S(=O)(=O)c2ccc(Br)s2)C1 (centres undefined)
 : -1	0.2	1	107	-14	-6	1.9	-3	-3	3.5	0.3
CC(C)(C)c1nnc2sc(SCC(=O)c3ccccc3)nn2c1=O
 : 20	-3.5	1	108	-34	4	0.2	10	-13	2.6	-0.4
COc1ccccc1S(=O)(=O)Cc1ccc(C(=O)NCCCN2CCN(c3ccc(F)cc3)CC2)o1
 : 8	-1.6	32	96	1	14	2.8	3	-3	1.3	-1.1
CCn1nnnc1SCC(=O)c1cc(OC)ccc1OC
 : 5	-1.1	-12	92	15	-12	1.0	-2	12	1.5	-1.2
CCN(Cc1ccccc1)C(=O)C(=O)c1cn(CC(=O)N2CCCC2)c2ccccc12
 : 17	-2.5	7	101	-2	156	-3.8	-14	-14	-0.9	1.3
C[C@H](NC(=O)c1ccc2ccccc2c1)C(=O)N1CCC2(CC1)NCCc1[nH]cnc12
 : 1	-0.1	-7	/	-19	-5	2.0	-4	-1	3.9	-1.8
COc1cccc(CNC(=O)C2CCC(=O)N(C3CC3)C2)c1OC (centres undefined)
 : 8	-1.4	-6	/	1	/	/	5	1	0.6	/
Cc1ccc(S(=O)(=O)Nc2ccc3c(c2)ncn3C(C)(C)C)cc1
 : 3	-0.6	-13	99	6	0	1.8	0	-14	0.0	-0.6
Cc1ccc(NC(=O)CN(C)S(=O)(=O)c2ccc3c(c2)c(=O)n(C)c(=O)n3C)cc1
 : 10	-1.9	7	103	4	12	6.0	0	4	-1.7	0.5
Cc1nc(-c2ccc(F)cc2)c(CC(=O)Nc2cc(S(=O)(=O)N3CCCCC3)ccc2C)s1
 : -23	3.6	4	95	/	-20	3.8	1	0	3.8	-3.0
CC1=CC(=O)C=CC1(C)C(Cl)(Cl)Cl (centres undefined)
 : -6	1.5	-8	107	-24	385*	2.6	-4	-11	1.9	-0.4
CC1=C(C(=O)OCc2ccccc2)C(c2cccc([N+](=O)[O-])c2)NC(=O)N1C (centres undefined)
 : -1	0.1	8	121	5	404	1.3	-1	2	1.3	-1.4
O=C(CN1CCN(S(=O)(=O)c2ccccc2)CC1)NC(=O)NCc1ccco1
 : 8	-1.5	-13	100	1	44	-0.5	-6	-3	0.5	1.4
Cc1cccc(OCC(=O)N(Cc2ccc(N(C)C)cc2)C2CCS(=O)(=O)C2)c1 (centres undefined)
 : 12	-2.4	-5	/	-5	-10	-0.4	7	-2	2.2	2.7
O=C(c1cccnc1)N1N=C(C2CCCCC2)CC1(O)C(F)(F)F (centres undefined)
 : 15	-3.0	11	100	16	-3	2.3	3	2	5.8	-1.3
COC(=O)c1cc(Br)c(=O)n(-c2ccc(F)cc2)c1
 : 12	-2.1	-2	74	8	-5	1.4	0	-4	3.7	-3.5
O=C(NC1CCCCC1)C(c1ccc(F)cc1)N(Cc1ccc2c(c1)OCO2)C(=O)c1cnsn1 (centres undefined)
 : 15	-3.3	-12	/	-12	-15	4.5	-2	1	1.5	-0.5
c1ccc(-c2ccccn2)nc1
 : 15	-2.7	1	100	6	3	-2.2	-4	-6	2.1	-0.3
CCOc1nc2ccccc2nc1C
 : 13	-2.2	-6	111	14	-9	2.1	-2	2	0.5	-1.1
Cc1c(C)n(C)c2ccc(C(=O)NCCN3CCOCC3)cc12
 : 7	-1.4	21	99	-20	-7	0.3	-5	-17	1.7	0.4
Cc1ccc(S(=O)(=O)N2CCN(S(=O)(=O)N3CCCCC3)CC2)cc1C
 : 5	-0.7	2	/	-5	-1	1.8	-3	-10	-0.9	-2.6
COc1ccc(-c2cc(=O)oc3cc(OCC(=O)N(C)C)ccc23)cc1
 : 15	-3.3	14	94	-5	-15	3.0	8	3	3.3	-0.2
CC(C)(C)c1cc(CCC(=O)NCc2ccncc2)cc(C(C)(C)C)c1O
 : 9	-1.4	6	103	22	15	-1.3	-3	2	/	-0.5
Cc1ccc(S(=O)(=O)N2CCC(=O)N(C(COCc3cccc(Cl)c3)C(C)C)CC2)cc1 (centres undefined)
 : -6	1.1	3	107	-2	-10	0.1	15	4	0.2	1.4
CC1=C(C(=O)Nc2cc(C)ccc2C)C(c2cccs2)NC(=S)N1 (centres undefined)
 : 14	-3.2	1	100	/	-6	2.4	1	4	2.7	-1.1
COc1cc(/C=N/NC(=O)c2cc(-c3cccc(OC(C)C)c3)nc3ccccc23)ccc1O
 : 6	-1.3	7	104	-44	6	0.9	11	-19	-1.4	0.8
CCOC(=O)C(C(=O)OCC)C(Nc1cccc(Br)c1)c1ccccc1 (centres undefined)
 : -34	6.8	-5	/	32	12	3.7	-8	3	1.3	-3.8
Cc1ccc(S(=O)(=O)N2CCOCC2)cc1NC(=O)CNC(C)c1ccccc1 (centres undefined)
 : 0	0.0	5	87	/	-4	-0.6	-1	7	1.2	0.3
CCOc1ccc(NC(=O)CN(C)C(=O)c2ccccc2OCc2c(C)noc2C)cc1OCC
 : 18	-2.9	17	107	/	216	-1.5	-7	-5	2.2	-1.3
O=C(N/N=C/C(Cl)=C\c1ccccc1)c1ccco1
 : 9	-1.7	-3	88*	16	25	2.1	4	4	1.4	3.2
S=c1nccc(-c2cccs2)[nH]1
 : 6	-1.3	-11	119	-9	3	0.1	-10	-4	0.4	0.7
CC(C)CN1CCC(=O)NC1=S
 : 1	-0.3	-12	86	/	/	/	-5	-1	0.7	/
